# Screening results: PubChem, NCI
# Growth percent in the NCI-60 one-dose screen (48 h, 10 µM unless noted): 100 = growth as untreated, 0 = no growth, -100 = all killed.
# RPMI-8226: RPMI-8226 leukemia cells; actives 7.5% (n = 77,000); AID 1794781
# CCRF-CEM: CCRF-CEM leukemia | actives 7% (n = 77,000)
# A549/ATCC: A549/ATCC NSCLC. AID 1794740. actives 3.7% (n = 81,000)
# M14: M14 melanoma; actives 6.2% (n = 80,000)
# HOP-62: HOP-62 NSCLC; actives 3.9% (n = 80,000); AID 1794735
# HOP-92: HOP-92 NSCLC cells; actives 6.3% (n = 71,000)
# MOLT-4: MOLT-4 leukemia cells. actives 6.9% (n = 80,000). AID 1794779
# EKVX: EKVX NSCLC. actives 3% (n = 71,000)
# * = called active by the depositor; x = not tested or not shown; & = joins results of further samples; ! = a repeat was not active. Rule for the calls: active = growth percent below 10; inactive = the rest.
SMILES,RPMI-8226,CCRF-CEM,A549/ATCC,M14,HOP-62,HOP-92,MOLT-4,EKVX
CS(=O)(=O)c1cccc(-c2c(-c3cccc(OS(N)(=O)=O)c3)nc3sccn23)c1,113,107,106,105,94,78,105,95
C=CCOP(=O)(OCC=C)C(=C)C,107,x,96,114,111,116,106,x
COc1cccc(N=CNc2cccc(OC)c2)c1,92,95,92,104,103,94,91,99
O=C(CBr)c1cccc([N+](=O)[O-])c1,103,x,101,97,101,93,86,x
CC(C)N=C(N)/N=C(/N)Nc1ccc(Cl)cc1,87,83,91,89,93,x,81,96
O=C1c2ccccc2C(=O)N1Cc1cc(Br)ccc1O,96,103,95,96,100,62,105,106
Cc1ccc(S(=O)(=O)c2nc(-c3ccccc3)oc2S(C)(=O)=O)cc1,8.9*,1.0*,86,18,81,-27*,-16*,74
CC1(C)S[C@@H]2[C@H](NC(=O)[C@@H](N)c3ccc(O)cc3)C(=O)N2[C@H]1C(=O)O,x,109,99,108,91,93,x,103
COc1ccc(/C=C/C(=O)c2ccc(N3CCN(C)CC3)cc2)c(C(F)(F)F)c1,0.3*,27,48,38,80,47,11,49
CCOC(=O)CC1(C)OCC(C)(C)CO1,111,109,100,103,108,104,108,115

# Only HOP-62 and CCRF-CEM (5 entries from above):
Molecule,HOP-62,CCRF-CEM
O=C1c2ccccc2C(=O)N1Cc1cc(Br)ccc1O,100,103
Cc1ccc(S(=O)(=O)c2nc(-c3ccccc3)oc2S(C)(=O)=O)cc1,81,1.0*
CC1(C)S[C@@H]2[C@H](NC(=O)[C@@H](N)c3ccc(O)cc3)C(=O)N2[C@H]1C(=O)O,91,109
COc1ccc(/C=C/C(=O)c2ccc(N3CCN(C)CC3)cc2)c(C(F)(F)F)c1,80,27
CCOC(=O)CC1(C)OCC(C)(C)CO1,108,109

# Additional entries follow.
SMILES,RPMI-8226,CCRF-CEM,A549/ATCC,M14,HOP-62,HOP-92,MOLT-4,EKVX
CCc1nn2c(-c3cc(F)cc(F)c3)c(-c3cc(OC)c(OC)c(OC)c3)nc2s1,91,103,97,108,107,x,74,x
O=C(Nc1ccc(Cl)cc1F)c1cc(Cl)ccc1O,x,16,7.9*,-12*,7.5*,-22*,-42*,5.1*
O=c1[nH]c2ccc(Cl)cc2cc1CSc1ccccc1Nc1nccc(-c2ccc3ccccc3c2)n1,87,90,82,101,99,84,64,73
CCOC(=O)c1cc(C(=O)c2ccc(Br)cc2)n2ccc(/C=C/c3ccn4c(C(=O)c5ccc(Br)cc5)cc(C(=O)OCC)c4c3)cc12,93,75,109,110,96,123,99,99
CCc1cc2c(cc1C(=O)C(C)C)C(C)(C)CCC2(C)C,x,95,99,97,102,100,99,96
O=C(NN1C(=O)CSC12CCC(c1ccccc1)CC2)C1CC1 (configuration not stated),89,113,97,103,107,87,103,99
CS(=O)(=O)Nc1ccc(C(=O)N/N=C/c2c[nH]c3ccccc23)cc1,98,98,99,96,93,91,100,92
COc1ccccc1-c1cc(-c2ccc(Br)s2)[nH]c(=O)c1C#N,106,106,103,87,96,83,103,93
CC1=C(C)C(=O)C(N2CCN(c3ccc(C)cc3)CC2)=CC1=O,88,90,109,x,93,121,85,96
Nc1c(C(=O)Nc2cccc(C(F)(F)F)c2)sc2nc3c(cc12)CCCCC3,x,62,-18*,50,3.1*,18,83,x
COCc1cccnc1,97,110,105,102,98,x,86,x
Cn1cc(C2=C(c3c[nH]c4ncccc34)C(=O)N(O)C2=O)c2ccccc21,67,86,94,88,81,61,93,87
O=C(OCC(F)(F)C(F)(F)C(F)(F)C(F)F)c1cc2ccccc2cc1C(=O)OCC(F)(F)C(F)(F)C(F)(F)C(F)F,107,103,101,109,96,x,104,x
COc1ccc(CCNC(=O)C(O)C(Cc2ccccc2)NC(=O)c2[nH]c3ccccc3c(=O)c2C)cc1 (configuration not stated),103,106,101,98,106,111,97,96
C=Cc1c(C)c2cc3[nH]c(cc4nc(cc5nc(cc1[nH]2)C(C)=C5CCC(=O)O)C(CCC(=O)O)=C4C)c(C)c3C=C,90,56,109,79,86,84,81,97
CCN(CC)CCCC(C)Nc1cnc(C(=O)Nc2cc(F)cc3cccnc23)cn1 (configuration not stated),2.3*!,3.5*!,19&58,-5.6*!,-14*!,-77*!,10&22,19&73
CCC(C)[C@H](NC(=O)NC(=O)NC(=O)CI)C(=O)OC (some centres not stated),62,-46*,92,71,88,-34*,-17*,102
CSc1nc2c(nc(SC)n2-c2ccccc2)c(=O)[nH]1,96,96,81,97,89,89,92,102
CC1=CSC2=NC3C(NN12)N(C)C(=O)N3C (configuration not stated),107,105,106,108,105,108,99,104
C=CC(=O)OCc1ccccc1,102,95,111,104,108,x,100,113
CCOC(=O)N1CCc2c(sc3nc4n(C)cnn4c(=O)c23)C1,x,89,72,108,81,98,87,108
O=C(OCCN1CCN(CCOC(=O)C(Cl)(c2ccccc2)c2ccccc2)CC1)C(Cl)(c1ccccc1)c1ccccc1,96,88,75,95,72,87,81,96
Cc1cnc2ccccc2n1,x,94,99,104,93,x,94,94
CC1=CCC2C1CC=C(C)C(CC[C@H]1[C@@](C)(O)CCC3OC(C)(C)[C@H](O)CC[C@@]31C)C2(C)C (some centres not stated),x,76,51,68,75,x,46,103
OCc1ccccc1,111,103,99,110,112,x,112,101
FC(F)(F)c1cc(Br)ccc1Br,103,101,101,95,97,103,96,113
CCCNC(=O)c1ccccc1O,106,106,106,101,96,96,97,93
O=C1Nc2ccc(Br)cc2C1=Nc1ccccc1,111,96,134,98,113,122,x,93
COc1cc(/C=C/c2cn[nH]c2-c2ccc(C)cc2)cc(OC)c1OC,26,25,29,-3.7*,34,46,23,48
O=C(O)C(=O)NCc1ccccc1,111,117,106,109,103,x,99,103
CCCCCCCC1=NN(c2ccc(S(=O)(=O)O)cc2)C(=O)C1N=O (configuration not stated),105,105,101,109,101,x,105,95
COC(=O)c1sc(-c2ccc(F)cc2)c2sc(N)nc12,95,84,106,x,97,64,86,87
O=C(CN1CCN(c2cc(=O)[nH]c3ccc(F)cc23)CC1)Nc1nc(-c2ccccc2)cs1,105,91,95,107,96,x,87,85
N#CC1=C(N)Oc2cc(O)ccc2C1c1cccnc1 (configuration not stated),104,x,100,95,97,107,84,104
CCOP(=O)(OCC)[C@H](Nc1ccc(F)cc1)c1cccc(C)c1,100,95,105,99,100,98,91,107
O=Cc1ccc([N+](=O)[O-])s1,95,88,95,92,105,103,88,114
Cc1ccc(-c2nc(C#N)c(S(=O)(=O)N3CCN(S(C)(=O)=O)CC3)o2)cc1,4.6*,7.6*,93,23,96,64,0.4*,101
C[n+]1ccccc1/C=C/c1ccccc1,102&107,100&99,47&47,103&107,97&112,96,104&103,58
NC(=O)c1ncn(C2OC(CO)C(O)C2O)n1 (configuration not stated),x,67,96,93,72,79,53,90
O=C(CN1CCOCC1)Nc1nc(-c2cc3ccccc3oc2=O)cs1,104,103,105,101,97,91,104,99
N#Cc1c(NN)nc2c(c1C#N)CCCC2,97,105,75,103,75,99,75,61
C/C(=C\C(=O)c1cccc([N+](=O)[O-])c1)c1cccc([N+](=O)[O-])c1,86,85,94,101,87,94,89,95
Cc1ccc(-c2cnc3sc4ccc(C)cc4n23)cc1,106,117,93,96,99,85,96,83
C=CCOC(=O)c1ccccc1,99&93,92&96,77&89,94&97,88&102,90&87,100&74,97&113
COc1cccc(CNc2ccc(N3CCOCC3)c(C(=O)O)c2)c1,110,106,100,x,90,105,89,94
Nc1nc2cc(Cl)ccc2s1,110,103,103,119,99,92,99,109
CCOC(=O)C1=C(c2ccccc2)N=c2s/c(=C/c3ccc(Br)cc3)c(=O)n2C1c1ccc(OC)cc1 (configuration not stated),94,101,100,90,101,62,86,92
N#C/C(=C\c1ccc(-c2ccccc2Cl)o1)c1nc(-c2ccc(F)cc2)cs1,94,99,114,96,108,91,96,77
N#C/C(C(=O)Nc1ccccc1)=c1\s/c(=C\Nc2ccccc2F)c(=O)n1-c1ccccc1,99,108,99,91,111,100,105,102
CCC(Br)C(Br)CC(Br)C(Br)CC(Br)C(Br)CCCCCCCC(=O)O (configuration not stated),95,x,98,96,94,x,98,x

# The listing continues.
SMILES,RPMI-8226,CCRF-CEM,A549/ATCC,M14,HOP-62,HOP-92,MOLT-4,EKVX
NC(N)=N/N=C/c1ccc(O)c(S(=O)(=O)O)c1,99,100,98,101,x,100,101,98
O=S(=O)(Nc1cc(F)cc(Cl)c1)c1ccc(-c2cnc(C3CC3)o2)cc1,29,24,47,25,41,27,32,38
CCC12CCC[N+]3([O-])CCC4(C(=Nc5ccccc54)C(O)(C(=O)OC)C1)C23 (configuration not stated),100,100,114,97,95,94,98,101
CC(=O)CC(=O)CC(=O)c1ccccc1,108,102,89,105,99,106,96,106
COc1ccc(OC)c(-c2cc(-c3ccccc3)c(C#N)c(SCC(=O)c3ccc(Cl)cc3)n2)c1,113,116,99,91,90,83,108,92
C#CCOc1cc(/C=N/Nc2nc(-c3ccc(Br)cc3)cs2)ccc1O,55,64,58,78,68,94,49,58
O=C1OC(/C=C/c2ccccc2)=NC/1=C/c1ccccc1[N+](=O)[O-],92,x,x,100,91,81,91,x
O=C(CSc1nc2ccccc2c(=O)n1-c1ccc(Cl)c(Cl)c1)Nc1ccc(S(=O)(=O)Nc2ccc(Cl)nn2)cc1,106,97,92,86,88,72,97,94
O=C(Cn1nncc1CN1C(=O)CSC1=O)Nc1cccc(C(F)(F)F)c1,106,101,101,99,106,95,104,102
COC(=O)c1nc(N)nc(C(=O)OC)c1C(=O)c1ccc(N2CCN(c3ccc(C(=O)c4c(C(=O)OC)nc(N)nc4C(=O)OC)cc3)CC2)cc1,107,102,108,114,104,117,105,106
CC(=O)S[C@@H]1CC2=CC(=O)CC[C@]2(C)[C@H]2CC[C@@]3(C)[C@@H](CC[C@@]34CCC(=O)O4)[C@H]12,96,82,98,113,110,98,102,90
Cc1ccc2nc(-c3nc4ccccc4[nH]3)c(Cl)cc2c1,81,86,102,90,114,101,77,90
CCOC(=O)c1cc(C(=O)c2cc(OC)cc(OC)c2)n2ccc(-c3ccccn3)cc12,101,110,86,101,96,90,113,106
O=C1C2C3C=CC(C3)C2S(=O)(=O)C2C3C=CC(C3)C12 (configuration not stated),107,99,106,101,105,113,99,125
Cc1cc(NC(=O)Nc2cccc3ccccc23)no1,102,107,97,107,103,x,106,102
CCCCC(CC)CCC(C)OC(=O)c1ccccc1Cl (configuration not stated),107,101,113,107,112,84,114,106
O=c1[nH]c(-c2ccc(F)cc2)cc2cc(F)ccc12,96,92,56,98,76,93,85,98
COc1ccc(/C=C2\NC(=S)NC2=O)cc1,x,105,107,100,84,x,110,101
O=c1c(CNc2ccc(S(=O)(=O)Nc3nccs3)cc2)coc2ccccc12,92,x,95,104,99,80,x,x
CCOC(=O)NN(C(=O)OCC)c1c(C)cccc1C,115,105,93,110,104,x,130,88
CC(=O)[C@@H]1CCC[C@H]1C,100,x,100,97,101,x,95,x
C[C@H](NC(=O)Nc1ccc2cc3ccc(NC(=O)N[C@@H](C)c4ccccc4)cc3nc2c1)c1ccccc1,98,91,85,99,84,85,87,100
Nc1nonc1-c1nc2ccc(Cl)cc2[nH]1,94,93,94,107,97,x,92,35
COC(=O)/C=C(/CN1C(=O)CCC1=O)OC,110,102,96,112,115,101,104,103
OCC1OC(OC2C(CO)OC(Sc3ccccc3)C(O)C2O)C(O)C(O)C1O (configuration not stated),103,107,93,112,99,101,105,x
CCSc1nc2ccccc2c(=O)n1CCc1ccc(S(N)(=O)=O)cc1,80,80,80,100,98,87,80,96
CC1CCCC/C1=N/NC(=O)c1ccccc1 (configuration not stated),101,107,94,102,101,104,95,103
Nc1nn2c(-c3cc4ccccc4oc3=O)ccnc2c1N=Nc1ccc(Cl)cc1,109,105,115,107,120,107,111,102
COc1ccc(NC(=O)COc2ccc(/C=C3/C(=O)Nc4ccc(Cl)cc43)cc2)cc1,116,113,109,111,103,125,112,99
c1cc(N2CCCCC2)nc(N2CCCCC2)n1,107,102,97,93,106,79,93,102
CCOC(=O)C1=C(C)NC(=S)NC1c1ccc2c(c1)OCO2 (configuration not stated),102,105,105,102,98,94,98,97
COc1cccc2c(N=NC(=O)c3ccc(S(N)(=O)=O)cc3)c(O)[nH]c12,103,112,96,102,102,118,109,98

# Sorted by formula weight (low to high): part of the list above
SMILES,RPMI-8226,CCRF-CEM,A549/ATCC,M14,HOP-62,HOP-92,MOLT-4,EKVX
CC(=O)[C@@H]1CCC[C@H]1C,100,x,100,97,101,x,95,x
CCOC(=O)C1=C(C)NC(=S)NC1c1ccc2c(c1)OCO2 (configuration not stated),102,105,105,102,98,94,98,97
Nc1nn2c(-c3cc4ccccc4oc3=O)ccnc2c1N=Nc1ccc(Cl)cc1,109,105,115,107,120,107,111,102
OCC1OC(OC2C(CO)OC(Sc3ccccc3)C(O)C2O)C(O)C(O)C1O (configuration not stated),103,107,93,112,99,101,105,x
C[C@H](NC(=O)Nc1ccc2cc3ccc(NC(=O)N[C@@H](C)c4ccccc4)cc3nc2c1)c1ccccc1,98,91,85,99,84,85,87,100
